FEN1 inhibitor = qHTS Assay for the Inhibitors of Human Flap endonuclease 1 (FEN1). P39748. Recombinant FEN1 flap cleavage, fluorescence, 15 min. Potency, µM (titrated, usually from 114 µM), inactives show top-dose activity change, negative = inhibition, usual class: inhibitors. 390,000 compounds, 0.35% hits; note: nearly all actives have a fitted effect of over 65% in size
Target sequence (P39748 whole entry, looked up): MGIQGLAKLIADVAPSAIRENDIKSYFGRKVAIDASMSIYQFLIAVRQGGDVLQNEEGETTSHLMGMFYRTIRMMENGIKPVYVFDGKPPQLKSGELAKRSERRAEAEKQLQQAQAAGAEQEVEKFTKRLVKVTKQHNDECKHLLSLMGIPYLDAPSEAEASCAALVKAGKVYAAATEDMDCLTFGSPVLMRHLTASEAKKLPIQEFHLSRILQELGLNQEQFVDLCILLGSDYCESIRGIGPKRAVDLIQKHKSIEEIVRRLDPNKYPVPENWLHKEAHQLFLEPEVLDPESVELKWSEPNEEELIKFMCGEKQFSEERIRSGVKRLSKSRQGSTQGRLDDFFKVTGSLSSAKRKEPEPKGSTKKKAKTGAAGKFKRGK
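With each library titrated from low to high concentration, compounds met 10 nM FEN1 for 15 min at room temperature before 50 nM substrate was added; readings at 0 and 15 min fed four-parameter Hill curve fits.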
TDP1 block = qHTS Assay for Inhibitors of Tyrosyl-DNA Phosphodiesterase (TDP1); Tyrosyl-DNA phosphodiesterase 1 (Homo sapiens), Q9NUW8; recombinant TDP1, AlphaScreen DNA substrate cleavage; Potency, µM (series often up to 130 µM), inactives show at the highest dose activity change, negative = inhibition, hits mostly inhibitors; 350,000 compounds, 0.28% hits; note: nearly all actives have a fitted effect of over 40% in size
Target sequence (Q9NUW8 whole entry, looked up): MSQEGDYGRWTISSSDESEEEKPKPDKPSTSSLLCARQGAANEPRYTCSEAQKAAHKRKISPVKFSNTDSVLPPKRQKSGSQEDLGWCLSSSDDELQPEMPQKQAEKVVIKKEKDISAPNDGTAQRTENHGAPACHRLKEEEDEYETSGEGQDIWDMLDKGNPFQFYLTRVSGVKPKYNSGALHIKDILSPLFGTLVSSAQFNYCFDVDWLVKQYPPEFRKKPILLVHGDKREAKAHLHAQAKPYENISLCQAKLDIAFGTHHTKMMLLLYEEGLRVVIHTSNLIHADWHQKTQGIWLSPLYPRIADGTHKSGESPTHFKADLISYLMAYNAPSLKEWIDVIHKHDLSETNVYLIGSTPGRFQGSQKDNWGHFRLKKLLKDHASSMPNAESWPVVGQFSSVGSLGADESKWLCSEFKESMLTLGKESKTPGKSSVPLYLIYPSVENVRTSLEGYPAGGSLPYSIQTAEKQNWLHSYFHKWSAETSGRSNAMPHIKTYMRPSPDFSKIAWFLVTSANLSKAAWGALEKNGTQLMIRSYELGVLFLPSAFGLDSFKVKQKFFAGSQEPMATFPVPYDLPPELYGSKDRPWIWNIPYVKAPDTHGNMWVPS
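Here, a 5' biotin and 3' phosphotyrosine-FITC DNA oligonucleotide reports Tdp1 activity: intact substrate bridges AlphaScreen beads, while cleavage leaves a 3' phosphate and drops signal. All incubations at room temperature.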
N370S GC mod = qHTS Assay for Inhibitors and Activators of N370S glucocerebrosidase as a Potential Chaperone Treatment of Gaucher Disease; 330,000 compounds, 0.092% hits; N370S GC spleen homogenate, 4MU-glucoside fluorescence; AID 2101, 2009; Potency, µM (doses to about 59.4 µM), for the others: top-dose activity change, negative = inhibition, most hits filed as inhibitors;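 note: 0% = full enzyme activity and -100% = no enzyme basal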
* marks the source's active call; other numbers are inactive results; ? = inconclusive; . = no result given; [ ] = dose if it differs, or a comment. Calls come from the whole dose curve; as a rule, active = well fitted curve in the direction sought with a large enough effect; inconclusive = small, poorly fitted or top-dose-only effect, or another doubt; inactive = no such curve, though single readings can be large; an effect the other way counts as inactive or inconclusive. Unless noted, % is set by controls: 0 for no effect and ±100 for the full control effect; potency is the fitted concentration of half-maximal effect.

Every second line gives: FEN1 inhibitor	TDP1 block	N370S GC mod
- Cc1cc(C)c(-c2csc(NC(=O)/C=C/c3cccs3)n2)c(C)c1
→ -13%	3%	10%
- COCCNC(=O)CSc1nnc(-c2ccccc2)c(-c2ccccc2)n1
→ 20%	5%	-7%
- Cc1cccc(NC(=O)CSc2nc3ccc(NC(=O)COc4ccccc4C)cc3s2)c1
→ -6%	5%	.
- O=C(COC(=O)c1nc(Cl)ccc1Cl)Nc1ccc2[nH]c(=O)[nH]c2c1
→ ?	4%[0.505 µM]	-9%
- CN(C)C(CNC(=O)c1ccc(S(=O)(=O)Nc2ccccc2)cc1)c1ccco1 (stereo not given)
→ -1%	.	1%
- Cc1cccc(CSc2nc3cccnc3n2Cc2ccc(C(=O)NCc3ccco3)cc2)c1
→ 1%	14%	.
- O=S(=O)(Nc1ccc2c(c1)OCO2)c1cccc(Br)c1
→ 8%	-1%[56.1 µM]	.
- COc1ccc(C(=O)c2cn(Cc3cccc(C)c3)c3cc4c(cc3c2=O)OCCO4)cc1OC
→ -1%	7%	.
- CCCC(C(=O)NC(C)(C)CC)N(Cc1ccco1)C(=O)CNS(=O)(=O)c1ccccc1 (stereo not given)
→ -15%	.	-11%
- COc1ccccc1N1CCN(/N=C/c2ccccc2C(=O)O)CC1
→ 6%	.	2%
- COc1ccc(NC(=S)Nc2ccccn2)c(OC)c1
→ 0%	3%	20%
- COC(CNC(=O)CN1CCN(Cc2ccccc2F)C1=O)OC
→ -12%	.	-8%
- O=C(CN1C(=O)C2CC=CCC2C1=O)NCC(=O)Nc1ccc(F)c(F)c1 (stereo not given)
→ -14%	1%	-19%
- Cc1cccc(NC(=O)CSc2ccc(-c3cccs3)nn2)c1C
→ -4%	-2%	11%
- O=C(NC1CCCCC1)C1CCN(S(=O)(=O)N2CCOCC2)CC1
→ 1%	4%	6%
- CCCCNC(=O)c1cc([N+](=O)[O-])[nH]n1
→ 7%	2%	3%
- CC(=O)c1ccc(N2CCN(S(=O)(=O)c3cccc(S(=O)(=O)N4CCOCC4)c3)CC2)cc1
→ -5%	1%	12%
- COc1ccc(/C=N/NC(=O)c2cccc([N+](=O)[O-])c2)cc1OC(=O)c1ccc(C)cc1
→ -3%	3%	-5%
- O=S(=O)(c1ccccc1F)N1CCN(Cc2cc3c(cc2O)OCO3)CC1
→ -11%	7%	.
- COc1ccc(NC(=O)NC(C)c2c(-n3cccc3)sc(C)c2C)cc1OC (stereo not given)
→ -30%	10%	.
- COc1cc(/C=C/C(=O)NC(C)CCc2ccccc2)cc(OC)c1OC (stereo not given)
→ -10%	6%	9%
- COc1ccccc1OCCNC(=O)CCS(=O)(=O)c1ccccc1
→ -5%	1%	.
- CCOCCOC(=O)c1[nH]c2c(c1C)C(=O)CC(c1ccc(N(C)C)cc1)C2 (stereo not given)
→ -1%	11%	-1%
- COc1ccccc1NC(=O)CCc1c(C)[nH]c(=O)c(C#N)c1C
→ -13%	4%	1%
- C[n+]1ccccc1C1CCCC/C1=N\Nc1ccc([N+](=O)[O-])cc1[N+](=O)[O-] (stereo not given)
→ 3%	3%	-13%
- CCS(=O)(=O)c1nc(S(=O)(=O)c2ccc(Cl)cc2)c(NCCOC)s1
→ -4%	5%	2%
- C[C@@H]1CN([C@@H](C)CO)C(=O)Cc2cc(NC(=O)Nc3cccc4ccccc34)ccc2O[C@@H]1CN(C)S(C)(=O)=O
→ -3%	4%	.
- O=C(CN1CCOCC1)Nc1ccccc1-c1ccccc1
→ -15%	5%	-2%
- CCOC(=O)N1CCN(c2c(NC3CCN(Cc4ccccc4)CC3)c(=O)c2=O)CC1
→ 2%	2%	20%
- Cc1cc(C)cc(NC(=O)Nc2cc(-c3ccccc3)nn2C)c1
→ -13%	.	2%
- Cn1c(=O)[nH]c(=O)c2c1nc(CN1CCN(c3ccccc3F)CC1)n2CCCc1ccccc1
→ 3%	6%	-1%
- Cc1ccccc1Cn1c(C(=O)O)c(CNCc2cccc(F)c2)c2ccccc21
→ 2%	7%	.
- COc1ccccc1-c1noc(-c2ccc(N3CCN(c4ccccc4)CC3)c([N+](=O)[O-])c2)n1
→ 12%	9%	.
- COc1cc(C(=O)Oc2ccc(/C=N/NC(=O)c3ccncc3)cc2)cc(OC)c1OC
→ 3%	2%[56.1 µM]	-5%
- O=C(O)CN1C2=NCCCN2c2ccccc21
→ -2%	5%	10%
- Cc1ccc(C(=O)Nc2ccc(N3CCN(C(=O)c4ccco4)CC3)cc2)c(Cl)c1
→ -13%	.	-7%
- N#Cc1ccc(-c2ccc(OCC(O)CN3CCCCC3)cc2)cc1 (stereo not given)
→ 7%	.	-10%
- COc1ccc(NC(=S)N(CCc2c(C)[nH]c3ccccc23)Cc2ccco2)cc1
→ 1%	9%	-7%
- O=S(=O)(c1ccccc1)N1CCN=C1SCc1c(F)cccc1Cl
→ 9%	-2%[56.1 µM]	-3%
- C[C@H](CO)N1C[C@H](C)[C@@H](CN(C)S(=O)(=O)c2ccc(F)cc2)Oc2c(NC(=O)CCC(F)(F)F)cccc2C1=O
→ 1%	0%	.
- COc1ccc(N2CCN(c3nc4c(c(=O)n(C)c(=O)n4C)n3Cc3ccccc3)CC2)cc1
→ -18%	12%	0%
- CCOc1ccccc1C(=O)NN1C(=O)C2CCCCC2C1=O (stereo not given)
→ 7%	4%	8%
- Cc1ccc(-c2csc(NC(=O)N3CCOCC3)n2)cc1
→ -8%	2%	0%
- CN(C)c1ccc(NC(=O)CN2C(=O)c3ccccc3C2=O)cc1
→ 10%	.	-4%
- Cc1cccc(NC(=O)COC(=O)CCc2c[nH]c3ccccc23)c1
→ 3%	2%	.
- Cc1ccc(N2CC(C(=O)Nc3nnc(SCC(=O)NCC4CCCO4)s3)CC2=O)cc1 (stereo not given)
→ -6%	4%[56.1 µM]	-12%
- CCCn1c(CCC(=O)Nc2ccccc2Cc2ccccc2)nc2cc(S(=O)(=O)N3CCOCC3)ccc21
→ -17%	5%	-2%
- Cc1ccc(S(=O)(=O)CCC(=O)Nc2nc(C(C)(C)C)cs2)cc1
→ -12%	3%	0%
- N/C(=N\OC(=O)c1ccccc1Cl)c1cccc([N+](=O)[O-])c1
→ 16%	.	2%
- CCCN(CCC)C(=O)CSc1nc2ccccc2c(=O)n1C1CCCC1
→ 0%	0%	?
- N#Cc1cn(Cc2ccncc2)c(=O)[nH]c1=O
→ -7%	7%	-6%
- O=C(CSCc1ccc(F)cc1)Nc1ccc(N2CCOCC2)cc1N1CCOCC1
→ -5%	5%	.
- O=C(O)c1ccccc1C(=O)N1N=C2/C(=C/c3cccc([N+](=O)[O-])c3)CCCC2C1c1cccc([N+](=O)[O-])c1 (stereo not given)
→ -7%	8%	-13%
- O=C(Nc1ccc(F)cc1)C1CCCN1S(=O)(=O)c1ccc(Br)cc1 (stereo not given)
→ 0%	0%	0%
- COc1ccc(C2=Nn3c(nnc3-c3ccccc3OC)SC2)cc1OC1CCCC1
→ -22%	7%	.
- CC1(C)Cc2c(C#N)c(N)n(-c3ccccc3)c(=S)c2CO1
→ -2%	5%	-12%
- O=C(Cc1ccccc1F)Nc1cccc(S(=O)(=O)N2CCOCC2)c1
→ 0%	0%	.
- CC(C)Nc1ccc(-c2nc(-c3ccncc3)no2)cc1[N+](=O)[O-]
→ -6%	6%	.
- Cc1ccccc1NC(=O)CSCCN1C(=O)c2ccccc2C1=O
→ 1%	-1%	14%
- O=[N+]([O-])c1ccc(O)c(/C=N/Nc2ccccc2Cl)c1
→ -3%	3%	-23%

(more compounds)
Every second line gives: FEN1 inhibitor	TDP1 block	N370S GC mod
- Cc1cccc(OCC(=O)Nc2cccc(C(=O)OCc3cc(=O)n4nc(C(C)C)sc4n3)c2)c1
→ -1%	6%	.
- CN(CC(=O)Nc1ccc(S(=O)(=O)N2CCCC2)cc1)CC(=O)Nc1cccc(F)c1
→ -6%	0%	-2%
- CCOc1ccc(NS(=O)(=O)c2cc(OCC(N)=O)c(C)cc2Cl)cc1
→ 2%	0%	13%
- COc1ccc(-c2oc3ncnc(NCCN4CCOCC4)c3c2-c2ccc(OC)cc2)cc1
→ -10%	1%	-2%
- NS(=O)(=O)c1ccc(NC(=O)/C(=C/c2ccncc2)NC(=O)c2ccccc2)cc1
→ 48%[activator]	0%	-10%
- COc1ccc(/C=N/NC(=O)c2csc(-n3nc(C)cc3C(F)(F)F)n2)cc1
→ 7%	5%	-3%
- CCOC(=O)c1c(NC2=NS(=O)(=O)c3ccccc32)sc2c1CCCCC2
→ -12%	0%	23%
- O=C(O)c1ccc(-n2c(-c3cc(-c4ccco4)[nH]n3)n[nH]c2=S)cc1
→ 3%	.	6%
- Cc1ccsc1C=C1C(=O)c2ccccc2C1=O
→ -1%	4%	9%
- Cc1cc(C)cc(Oc2nc(C(F)(F)F)nc3ccccc23)c1
→ -3%	-3%	1%
- Cn1sc(NC(=O)c2ccccc2)nc1=O
→ -8%	9%	-11%
- Cc1cccc(C(=O)Nc2ccn(C)n2)c1
→ -2%	-2%	-20%
- CC(=O)Nc1sc2c(c1C#N)CCC(C)C2 (stereo not given)
→ -2%	-4%	26%
- Cc1ccc(S(=O)(=O)Cc2ccc(C(=O)N3CCc4ccccc4C3)o2)cc1
→ -27%	?	5%
- Cn1c(Oc2ccccc2)nc2c1c(=O)n(Cc1ccc(Cl)cc1Cl)c(=O)n2C
→ 4%	3%[2.28 µM]	.
- Cc1ccc(-c2csc(N3CCN(CCCn4c(C(F)(F)F)nc5ccccc54)CC3)n2)cc1
→ -21%	.	-11%
- Cc1c(C(=O)OCC(=O)N(C)c2ccccc2)cccc1[N+](=O)[O-]
→ 1%	0%	5%
- CC(NC(=O)c1noc2c1CCCC2)c1ccccc1 (stereo not given)
→ 9%	4%	6%
- COc1ccc(C(=O)Nc2ccc(C(=O)Nc3cccnc3)cc2)cc1
→ -5%	.	-3%
- Clc1ccccc1CSc1nnc(C2CCNCC2)o1
→ 1%	4%	.
- O=C(Nc1cc(Cl)ccc1-n1cncn1)c1cc(F)cc(F)c1
→ -1%	-7%	1%
- CSc1cccc(NC(=O)Cn2cccc2)c1
→ -18%	4%	-4%
- COc1cccc(NC(=S)NCc2ccc3c(c2)cc(C)n3C)c1
→ -34%	7%	20%
- N#CCCN(Cc1cccnc1)C(=O)Nc1ccc(Cl)c(Cl)c1
→ 5%	2%	-2%
- O=C(OCCOc1ccccc1)c1cc(S(=O)(=O)N2CCOCC2)ccc1Cl
→ 6%	-5%	.
- COc1ccccc1N(C)S(=O)(=O)c1ccc(C(=O)N(C)Cc2ccc(OC(F)F)cc2)cc1
→ -11%	.	?
- O=C(O)c1ccccc1C(=O)Nc1ccccc1[N+](=O)[O-]
→ 1%	4%	2%
- Cc1nc(-c2ccccc2)nc2sc(C(=O)c3ccc(F)cc3)c(N)c12
→ -4%	3%	10%
- CC(C)CC(OC(=O)c1cccs1)C(=O)NCc1ccco1 (stereo not given)
→ -7%	-3%	25%
- CCOC(=O)CN(C(=O)COC(=O)C1=NNC(=O)CC1)c1ccc(F)cc1
→ -4%	1%	.

Random excerpt: 5 records from the list, in no set order.
Every second line gives: FEN1 inhibitor	TDP1 block	N370S GC mod
- Cc1cccc(C(=O)Nc2ccn(C)n2)c1
→ -2%	-2%	-20%
- Cc1ccsc1C=C1C(=O)c2ccccc2C1=O
→ -1%	4%	9%
- CSc1cccc(NC(=O)Cn2cccc2)c1
→ -18%	4%	-4%
- CCOC(=O)CN(C(=O)COC(=O)C1=NNC(=O)CC1)c1ccc(F)cc1
→ -4%	1%	.
- COc1ccc(-c2oc3ncnc(NCCN4CCOCC4)c3c2-c2ccc(OC)cc2)cc1
→ -10%	1%	-2%

Further compounds
Every second line gives: FEN1 inhibitor	TDP1 block	N370S GC mod
- COc1ccc(NC(=O)CCS(=O)(=O)c2ccc(Cl)cc2)cc1
→ -7%	.	-7%
- NC(=O)c1ccsc1NC(=O)COC(=O)CNC(=O)c1ccc(Cl)cc1
→ 6%	-7%	.
- CCc1ccc(CNc2ncc(-c3cccc(OC)c3)n2C)cc1
→ ?	2%	.
- O=C(Nc1ccnn1C1CCN(Cc2ccccn2)CC1)c1cccc(F)c1
→ 6%	4%	0%
- COc1ccc(C)cc1S(=O)(=O)Nc1cc2c3c(c1)CCC(=O)N3CCC2
→ 3%	-4%	-15%
- Cc1ccc(OCCC(=O)OCC(=O)NC2CCS(=O)(=O)C2)cc1 (stereo not given)
→ -1%	-1%	1%
- O=C(COC(=O)C12CC3CC(CC(C3)C1)C2)Nc1nc2c(F)c(F)c(F)cc2s1
→ -5%	0%	-12%
- O=C(Cc1nc2ccccc2[nH]1)c1ccc(Br)cc1
→ -18%	3%	6%
- O=C(NC1CCN(c2ncccn2)CC1)c1c(F)cccc1F
→ 8%	.	2%
- COc1ccc(N2C(=S)N=C(Nc3cccc(C)c3)C23CCCCC3)cc1
→ 1%	-5%	10%
- CCN(CC)CCN(C(=O)C1=COCCO1)c1nc2cc(C)cc(C)c2s1
→ -6%	5%	-22%

Only N370S GC mod (2 entries from above):
mol | N370S GC mod
Cc1ccc(OCCC(=O)OCC(=O)NC2CCS(=O)(=O)C2)cc1 (stereo not given) | 1%
O=C(COC(=O)C12CC3CC(CC(C3)C1)C2)Nc1nc2c(F)c(F)c(F)cc2s1 | -12%

Source: PubChem BioAssay
